# Screening data from PubChem.
# LGR2 antag: inhibitors of bursicon-induced LGR2 CRE-luciferase signal, primary screen, cell-based, HEK293, CRE-luciferase reporter, bursicon stimulation; Drosophila bursicon receptor LGR2 (rickets); bursicon-stimulated, 4 h; inhibition, % at 9.99 µM; actives 0.35% (n = 380,000); AID 720647, 2013;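 active = drop in luminescence signal, shown as inhibition above about 50% in the replicate tests, limit read from the data, passing the limit was not always enough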;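 also: agonist challenge used bursicon conditioned medium at about half maximal strength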
# FN deposition inh: inhibitors of fibronectin matrix deposition, primary screen, AH1F cells, Alexa488-fibronectin fluorescence, plate reader; AH1F fibroblasts, overnight; inhibition, % at 12.6 µM; actives 0.086% (n = 350,000); AID 743247, 2014;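 active = mean inhibition across replicates of 30% or more, regardless of how many single replicates reach that level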;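 also: positive control wells lacked labelled fibronectin entirely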
#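 Assay system: AH1F fibroblast monolayer, labelled fibronectin deposition. Amount: 10000 cells per well. Also added: labelled fibronectin 24 nM. Compound: single-point pinned compound. Incubation: cell attachment 1 h, compound and FN exposure overnight. Detection: fluorescence after three HBSS washes, excitation 485 nm, emission 525 nm. Read-out: inhibition of fibronectin deposition signal.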
# miR122 inh: miR-122 Renilla sensor signal increase in Huh7, primary screen, miR-122 inhibitor project, cell-based, single point, plate reader. Huh7 miR-122 Renilla luciferase sensor, 48 h; neutral wells = 0, positive control = 100. actives 0.3% (n = 340,000). AID 602342, 2012. activation (reporter increase), % at 12.5 µM;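 active = mean replicate activation score at least 90 and every replicate individually at or above 90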;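 also: higher luciferase means less miR-122 activity so hits act as miR-122 inhibitors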
# PAX8 inh HTS: inhibitors of PAX8-driven TPO luciferase reporter, primary screen, RMG-I cells, single concentration; SteadyGlo, 24 h; inhibition, % at 12.6 µM; actives 1.2% (n = 360,000);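 active = mean replicate inhibition at least 60% with every replicate also reaching 60%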;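 also: luciferase light reporting Pax8 driven TPO promoter activity; plate controls were median of neutral control wells for no effect and mitoxantrone controls for full effect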
# PGC1a acetyl inh: inhibitors of PGC1a acetylation signal, primary screen, cell-based, U2OS, AlphaScreen, inhibitor mode. AlphaScreen anti-acetyl-lysine; with virally co-expressed GCN5 acetyltransferase. inhibition, % at 15.6 µM. actives 0.17% (n = 350,000);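 active = every replicate shows inhibition of at least 40%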;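 also: 0% = neutral control wells and 100% = positive control wells; some results beyond the cut were filed as inactive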
# Casp6 inh: human caspase-6 inhibitors, primary screen, biochemical, VEID-R110 fluorescence, single point, set 2 | actives 0.53% (n = 350,000) | purified caspase-6, Z-VEID-R110 cleavage fluorescence | AID 686996, 2013 | inhibition, % at 12.5 µM | P55212;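 active = mean inhibition across replicates at least about 35%, with every replicate also reaching that limit, limit read from the data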;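 also: 0% = median of neutral control wells and 100% = no fluorescence left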
# Target sequence (P55212 24-179 limits assumed): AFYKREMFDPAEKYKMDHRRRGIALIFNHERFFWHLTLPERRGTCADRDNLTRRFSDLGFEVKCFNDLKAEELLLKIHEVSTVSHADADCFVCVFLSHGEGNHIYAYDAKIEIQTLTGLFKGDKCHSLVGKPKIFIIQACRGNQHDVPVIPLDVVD
# Target sequence (P55212 194-293 limits assumed): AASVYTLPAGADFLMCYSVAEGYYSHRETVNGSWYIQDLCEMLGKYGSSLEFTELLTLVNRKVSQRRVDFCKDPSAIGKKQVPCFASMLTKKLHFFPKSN
# EWS-Fli inh: EWS/Fli-driven NR0B1 reporter inhibitors, primary screen, A673 cells, NR0B1 luciferase, luminescence, MLPCN library | viability-normalised | inhibition, % at 12.6 µM | actives 0.67% (n = 350,000);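 active = mean inhibition of at least 50% after viability correction, with every replicate also passing that limit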;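 also: firefly luciferase signal divided by Alamar Blue viability fluorescence both relative to DMSO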
# Cneo AK release: Cryptococcus neoformans cell lysis inducers, primary screen, AK release luminescence, single concentration | C. neoformans lysis, adenylate kinase release luminescence, 4 h; normalised: neutral wells 0, clomiphene wells 100 | lysis activity, % at 15 µM | actives 0.2% (n = 360,000) | AID 651654, 2012;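 active = mean lysis activity across replicates of at least 80%, whatever share of replicates individually reach that level; inactive = mean lysis activity below 80%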
#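 Schedule: static 4 h at 37 °C with compound, 1 h detection; system: C. neoformans cells; benchmarks: Clomiphene as positive control; buffer or medium: fresh YPD medium; measure: luminescence rise reflecting yeast cell lysis; measured by: luminescent adenylate kinase detection reagent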
# Starred values were filed as active, the others as inactive; . = no result given; & = joins results of further samples; [ ] = dose if it differs, or a comment.
mol	LGR2 antag	FN deposition inh	miR122 inh	PAX8 inh HTS	PGC1a acetyl inh	Casp6 inh	EWS-Fli inh	Cneo AK release
CN(C)C(=O)C[C@@H]1CC[C@@H]2[C@@H](COc3ccc(NC(=O)C4CC4)cc3C(=O)N2C)O1	-1	0	-38[16.7 µM]	-3	3	2	-1	-1
COc1ccc([C@H]2CC(=O)C=C(c3ccc(O)cc3)C2)cc1OC	-10	9	-11	13	-15	1	9	1
CCn1c(NCCO)nc2c(c1=O)C(C)(CC)Cc1ccccc1-2 (configuration not stated)	.	6	.	13	.	4	4	.
N#Cc1cccc(-c2ccc(C3[C@@H]4CN(C(=O)c5ccncc5)C[C@H]3N4)cc2)c1 (some centres not stated)	8&-10	-5&-6	.	10&16	1&3	1&1	-9&7	.
COc1ccc(CNC(=O)c2cc3c(=O)n4ccccc4nc3n(Cc3cccnc3)c2=N)cc1	1	2&-7	1	.	-3	.	.	-2&0
CCn1nc(C(=O)OCC(=O)NCCN2C(=O)CSC2=O)c2ccccc2c1=O	.	7	3	.	0	.	.	1
CN(C)CCNS(=O)(=O)c1ccc(Cl)cc1	.	-2	6	3	-9	.	.	-1
O=C(Nc1ccc2[nH]c(=O)[nH]c2c1)c1cc(F)c(F)cc1Cl	-12	.	4	-9	9	0	4	-8
O=C(CCSCCc1ccccn1)Nc1ccc(Cc2ccncc2)cc1	-1	13	-3	17	0	-2	8	-2
O=C(COc1ccc(F)cc1)c1c(O)cc(O)cc1O	-38	-4	-2	-31	-2	20	-7	-1
O=C(CCl)N1N=C(c2cccs2)CC1c1ccco1 (configuration not stated)	1	4	.	11	-39	9	71*	.
C=CCN(C(=O)CNC(=O)c1ccco1)C(C(=O)NC1CCCCC1)c1cccnc1 (configuration not stated)	6	-1	0	0	3	-1	4	2
CCOC(=O)c1ccccc1NC(=O)COC(=O)CCC(=O)c1ccc(C)cc1	-13	-20	0	-5	-8	-4	-6	-3
CO[C@H]1CN(C)C(=O)c2cc(NC(=O)NC3CCCCC3)ccc2OC[C@H](C)N(CC2CC2)C[C@H]1C	-16	-1	-7[16.7 µM]	.	9	-5	0	-5
CO[C@H]1CN(C)C(=O)c2ccc(NC(=O)c3cccc(F)c3)cc2OC[C@@H](C)N(C)C[C@H]1C	-16	-5	4[16.7 µM]	.	5	.	-2	-5
O=C(NCCN1CCOCC1)c1ccc2c(c1)N(Cc1ccccc1F)C(=O)c1ccccc1S2	11	6	-3	17	2	-2	-7	8
CCN(C(=O)c1cc2cc(OC)ccc2oc1=O)c1cccc(C)c1	4	6	.	.	1	.	.	1
CCC(C)N(C(=O)Cn1nc(C)c([N+](=O)[O-])c1C)C1CCS(=O)(=O)C1 (configuration not stated)	20	-3	.	-2	.	4	-1	.
COc1ccccc1CNC(=O)C1CCC(CNC(=O)[C@@H]2Cc3ccccc3CN2)CC1 (some centres not stated)	-8	-5	6	3	1	0	0	-1
CC(NC(=O)Nc1cccc(Cl)c1)C(c1cccs1)N1CCCC1 (configuration not stated)	-9	-11	-10	-12	.	2	12	0
C[C@@H]1CN([C@H](C)CO)C(=O)c2cc(NC(=O)CCC(F)(F)F)ccc2O[C@@H]1CN(C)Cc1ccc(Oc2ccccc2)cc1	27	.	24[16.7 µM]	.	1	0	1	3
COc1ccc(CCCNC(=O)C2Cc3c(-c4cccc(NC(C)=O)c4)ccnc3O2)cc1 (configuration not stated)	1	8	-2	48	.	1	44	-1
Cc1ccccc1Nc1cccc2nonc12	8	-1	2	3	-9	1	5	5
COc1ccc(OCC(=O)Nc2cccc(S(=O)(=O)N(C)c3ccccc3)c2)c([N+](=O)[O-])c1	.	9	.	-5	.	-1	-22	3
CN(CC(=O)Nc1cccc(F)c1)CC(=O)Nc1ccc(Cl)cc1[N+](=O)[O-]	8	.	.	25	-2	0	-5	.
C[C@H](CO)N1C[C@H](C)[C@H](CN(C)CC2CCCC2)Oc2ncc(-c3ccc(F)cc3)cc2C1=O	4	-21	58[16.7 µM]	.	-9	0	-10	2
CCN(CC)Cc1nc2c(c(=O)[nH]1)C1(CCCCC1)Cc1ccccc1-2	5	.	.	.	2	15	16	-1
CN(CC(=O)Nc1ccccc1C(F)(F)F)C(=O)CSc1nnnn1C	-31	10	0	1	-3	0	-7	0
O=C(O)c1cccc(S(=O)(=O)N2CCc3ccccc3C2)c1	0	-9	-2	15	21	0	-2	2
COc1ccccc1CNC(=O)CCS(=O)(=O)c1cccc2nonc12	.	-16	.	18	-4	.	.	5
CC(C)C#Cc1ccc2c(c1)O[C@H](CN(C)C)[C@H](C)CN([C@H](C)CO)S2(=O)=O	-4	.	.	-25	12	.	-7	.
C[C@H](CO)N1C[C@H](C)[C@H](CN(C)Cc2ccccc2)Oc2c(NC(=O)c3nc4ccccc4s3)cccc2C1=O	16	.	61[16.7 µM]	28	.	3	0	4
COc1ccc(CC(=O)Nc2ccccc2NC(=O)Cc2ccc(OC)cc2)cc1	2	4	.	4	.	2	-5	0
Cc1ccc(S(=O)(=O)Nc2ccc3c(c2)C(=O)N([C@@H](C)CO)C[C@H](C)[C@H](CN(C)C(=O)CCC(F)(F)F)OCCCC[C@H](C)O3)cc1	3	-5	2[16.7 µM]	-1	5	2	-2	-3
O=C(CN1CCOCC1)NC1C2CC3CC(C2)CC1C3 (configuration not stated)	.	8	-8	4	-6	.	.	2
Cn1c(=O)[nH]c2nnc(-c3ccc(Cl)c(Cl)c3)nc2c1=O	36	1	.	-93	.	-4	-14	-2
NC(=O)C1CCN(C(=O)CCNS(=O)(=O)c2ccccc2F)CC1	11	.	.	8	.	2	-2	-2
Cc1nn(-c2ccccc2)nc1C(=O)Nc1ccccc1C(=O)NCC1CC1	12	3	.	-5	.	0	2	.
CN(C)CC(C)(C)CN=Cc1c(O)[nH]c2ccccc12	15	-4	1	8	1	-4	1	-1
Cc1c(OC(C)C(=O)NCCCn2ccnc2)ccc2c3c(c(=O)oc12)CCC3 (configuration not stated)	-2	6	-2	-13	-1	-7	2	5
O=C(c1cc(-c2ccncc2)nc2ccc(Cl)cc12)N1CCN(C(=O)C2CCCO2)CC1 (configuration not stated)	3	.	5	.	-6	.	.	5
COc1ccc(NC(C)=O)cc1S(=O)(=O)N1CC=C(c2ccccc2)CC1	1	1	-5	5	-2	4	5	4
Cc1ccc(S(=O)(=O)NCC[C@@H]2CC[C@@H](NS(=O)(=O)c3ccccc3Cl)[C@H](CO)O2)cc1	4	4	.	-1	3	-2	-4	47
O=[N+]([O-])c1ccc(S(=O)(=O)Nc2ccccn2)cc1	0	3	1	11	3	0	15	1
CCCNC(=O)C[C@H]1CC[C@H]2[C@@H](COC[C@H](O)CN2CC2CCCCC2)O1	7	0	1[16.7 µM]	.	-4	1	.	5
Cc1ccc(-c2[nH]c3ccccc3c2SCCNC(=O)c2cc3ccccc3oc2=O)cc1	.	9	2	32	.	-2	11	-3
COCCN(C[C@@H]1[C@@H](c2ccccc2)[C@H](CO)N1C(C)=O)C(=O)c1ccncc1	-5	10	-12[16.7 µM]	5	4	-1	-4	50
CCCCCCN1C[C@@H](n2cc(C3CC3)nn2)[C@H](O)C[C@@H]1c1ccc(Cl)cc1	18	-2	1	-4	3	1	8	0
COc1ccccc1NC(=O)N1CCN(c2ccc3nncn3n2)CC1	5	-1	-5	-3	-6	-2	-3	0
COc1ccc(NC(=O)Nc2ccc3c(c2)C(=O)N([C@H](C)CO)C[C@H](C)[C@@H](CN(C)Cc2ccccc2)OCCCC[C@@H](C)O3)cc1	-9	-1	10[16.7 µM]	-12	7	-2	-11	2
Cc1ccc(NC(=O)CNc2cccc(Br)c2)cc1S(=O)(=O)N1CCOCC1	-12	-10	.	30	.	-4	14	0
C[C@@H]1CCCCO[C@H](CN(C)S(C)(=O)=O)[C@@H](C)CN([C@@H](C)CO)C(=O)c2cc(NS(=O)(=O)c3cn(C)cn3)ccc2O1	1	.	0[16.7 µM]	.	1	1	-5	0
Cc1ccc(C(=O)C2CCN(CC(=O)N3CCN(c4ccc(F)cc4)CC3)CC2)cc1	27	2	.	-26	.	-1	-1	.
CCNC(=O)C[C@H]1CC[C@@H]2[C@H](COc3ccc(NC(=O)c4cccc(OC)c4)cc3C(=O)N2C)O1	-8	-8	2[16.7 µM]	-2	5	0	-15	0
COc1ccccc1N1CCN(Cc2cc(=O)c(OCC(=O)Nc3ccccc3)co2)CC1	5	3	-4	15	22	4	0	2
CC(C)(C)NC(=O)CCN(/N=C/c1ccccc1F)C1=NS(=O)(=O)c2ccccc21	1	-12	.	4	.	2	-2	.
CN(C)CCOc1cc(Cl)cc(Cl)c1	16	6	.	-3	.	-2	11	.
CCN(CC)c1ccc(NC(=O)OC)cc1	-1	-8	-15	.	19	-1	.	-2
O=C(NCc1ccco1)c1ccc2c(c1)N(Cc1ccccc1)C(=O)CS2=O (configuration not stated)	7	-13	.	18	.	3	-5	-7
C[C@@H]1CN([C@@H](C)CO)C(=O)c2cc(NC(=O)Nc3ccc(F)cc3)ccc2O[C@H]1CN(C)Cc1ccc2c(c1)OCO2	18	12	-7[16.7 µM]	-1	-5	-2	12	0

# New compounds follow:
mol	LGR2 antag	FN deposition inh	miR122 inh	PAX8 inh HTS	PGC1a acetyl inh	Casp6 inh	EWS-Fli inh	Cneo AK release
C[C@H]1CN([C@@H](C)CO)C(=O)c2cccc(NC(=O)Nc3ccc(F)cc3)c2O[C@@H]1CN(C)S(=O)(=O)c1cn(C)cn1	-15	-8	7[16.7 µM]	14	-75	.	-9	.
O=[N+]([O-])c1ccc(O)c(NC(=S)Nc2ccccc2)c1	.	4	-3	-84	-9	.	.	1
CS(=O)(=O)N1CCCCN2[C@H](CO)[C@H](c3ccc(C#Cc4ccccn4)cc3)[C@@H]2C1	-4	.	11[16.7 µM]	-4	14	-3	.	-1
COc1ccc(N2CCN(c3ccc4nnc(CCC(=O)Nc5ccc(C)cc5)n4n3)CC2)cc1	9	-1	0	-2	2	-1	-1	0
Cc1ccc(S(=O)(=O)N2CCOCC2)s1	12	-3	-6	0	-11	12	.	3
CN1C(=O)/C(=C/c2cccc(Cl)c2)Sc2ccc(C(=O)N3CCOCC3)cc21	11	7	0	23	-8	-1	-6	5
CCS(=O)(=O)Nc1ccc2[nH]c(=O)[nH]c2c1	-3	-6	.	-1	0	0	-5	.
Cn1ccc2c([N+](=O)[O-])cccc2c1=O	5	3	.	20	.	4	-18	.

# Structures above that have an aryl thioether with sulfur outside any ring:
mol	LGR2 antag	FN deposition inh	miR122 inh	PAX8 inh HTS	PGC1a acetyl inh	Casp6 inh	EWS-Fli inh	Cneo AK release
CN(CC(=O)Nc1ccccc1C(F)(F)F)C(=O)CSc1nnnn1C	-31	10	0	1	-3	0	-7	0
Cc1ccc(-c2[nH]c3ccccc3c2SCCNC(=O)c2cc3ccccc3oc2=O)cc1	.	9	2	32	.	-2	11	-3
